From PubChem
proCasp7 act: counter-screen: procaspase-7 (human) activation. P55210. recombinant procaspase-7, Ac-DEVD-pNA absorbance 405 nm; D23A/D198A/D206A triple mutant, cannot self-cleave; scale: DMSO 0, 5 µM enzyme 100. actives 0.093% (n = 330,000). activation, % at 8.5 µM;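 active = percent activation above the screen-wide mean plus 3 SD, cut at about 25% in these data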
Target sequence (P55210 whole entry D23A/D198A/D206A): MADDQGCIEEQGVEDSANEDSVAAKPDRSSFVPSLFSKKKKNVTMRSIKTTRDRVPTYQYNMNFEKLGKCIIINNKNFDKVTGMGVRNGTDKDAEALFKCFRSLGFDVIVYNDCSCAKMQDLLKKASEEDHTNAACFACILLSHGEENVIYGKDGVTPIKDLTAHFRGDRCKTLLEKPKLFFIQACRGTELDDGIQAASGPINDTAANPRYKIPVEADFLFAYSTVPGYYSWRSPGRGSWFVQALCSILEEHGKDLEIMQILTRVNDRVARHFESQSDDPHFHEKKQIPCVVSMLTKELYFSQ
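signal = Epi-absorbance of released pNA at 405 nm, two timepoints | assay system = Uncleavable procaspase-7 mutant enzyme | reagent = Ac-DEVD-pNA substrate, 400 µM as added | times = 1 h enzyme–compound preincubation and 2 h substrate reaction, both 25 °C | benchmarks = low DMSO alone, high DMSO plus 5 µM PC-7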
MEP2-GFP yeast: yeast TOR pathway MEP2-GFP modulation. AID 2016. actives 0.51% (n = 330,000). S. cerevisiae MEP2-GFP strain, flow cytometry GFP, 3 h; 100% = DMSO control level. GFP response vs DMSO, % at 10 µM;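 active = GFP response versus DMSO above a set limit, roughly screen mean plus 3 SD, cut at about 180% in these data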;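 also: median GFP fluorescence of the barcode-gated MEP2-GFP cells per well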
AGP1-GFP MLPCN: modulators of TOR pathway AGP1-GFP in S. cerevisiae | actives 0.02% (n = 320,000) | GFP response vs DMSO, % at 10 µM | S. cerevisiae AGP1-GFP multiplex flow cytometry, 3 h; GFP as percent of DMSO wells;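 active = GFP response relative to DMSO above a set limit, near screen average plus 3 SD, cut at about 150% in these data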;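 also: median GFP channel fluorescence of the gated AGP1 strain per well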
CIT2-GFP yeast: alters CIT2-GFP fluorescence in TOR pathway yeast screen; S. cerevisiae CIT2-GFP strain, flow cytometry, 3 h; 100 means same as DMSO wells; actives 0.065% (n = 320,000); AID 2029; GFP response vs DMSO, % at 10 µM;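 active = GFP response relative to DMSO above a set limit, near the screen mean plus 3 SD, cut at about 150% in these data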;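 also: ratio of well median GFP fluorescence to mean of DMSO wells on the plate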
LAP4 TOR yeast: yeast TOR pathway LAP4-GFP modulation | GFP response vs DMSO, % at 10 µM | S. cerevisiae LAP4-GFP multiplex, flow cytometry GFP, 3 h; median GFP as percent of DMSO wells | AID 2023 | actives 0.34% (n = 320,000);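 active = GFP response vs DMSO above a set limit, about the screen mean plus 3 SD, cut at about 150% in these data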
AHR activator: activates the human aryl hydrocarbon receptor; P35869; AHR-responsive luciferase reporter cells, luminescence; activation, % at 5 µM; actives 2.5% (n = 320,000); in the data active = activation above about 47%;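 also: 0% = vehicle wells and 100% = reference agonist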
RPL19A TOR yeast: alters RPL19A-GFP fluorescence in TOR pathway yeast screen; actives 0.3% (n = 330,000); S. cerevisiae RPL19A-GFP strain, flow cytometry, 3 h; active compounds read low; percent response vs DMSO, % at 10 µM;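 active = percent response vs DMSO below 50%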;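 also: median channel GFP fluorescence of the barcoded RPL19A-GFP strain; ratio of sample median GFP to plate DMSO average so 100% = DMSO; lower means less RPL19A-GFP as with rapamycin TOR inhibition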
procasp3 activ: activates human procaspase-3 | recombinant procaspase-3 D3A, Ac-DEVD-pNA absorbance 405 nm | activation, % at 8.5 µM | AID 463141 | P42574 | actives 0.11% (n = 330,000);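 active = activation above the mean of all tested compounds plus 3 SD, cut at about 21% in these data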;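 also: 0% = DMSO alone and 100% = DMSO wells spiked with extra 5 µM PC-3 D3A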
Target sequence (P42574 whole entry D9A/D28A/D175A): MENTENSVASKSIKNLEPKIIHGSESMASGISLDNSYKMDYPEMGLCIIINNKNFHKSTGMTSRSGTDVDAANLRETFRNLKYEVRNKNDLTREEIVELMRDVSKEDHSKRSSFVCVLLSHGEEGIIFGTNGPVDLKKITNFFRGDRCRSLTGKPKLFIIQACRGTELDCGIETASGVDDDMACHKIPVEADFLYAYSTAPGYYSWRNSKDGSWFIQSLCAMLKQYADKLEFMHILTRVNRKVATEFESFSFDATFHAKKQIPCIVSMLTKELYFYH
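Assay system: Autoprocessing-dead procaspase-3 D3A mutant enzyme; also added: Ac-DEVD-pNA; doses: one concentration, 8.5 µM nominal, 0.8% DMSO; times: 1 h compound preincubation, 2 h substrate hydrolysis at 25 °C; technique: 405 nm absorbance of p-nitroaniline, reads at 0 and 120 min; measure: % activation between DMSO and enzyme-spiked controls; repeats: single replicate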
Starred values were filed as active, the others as inactive; nt = no result given; & = joins results of further samples.

compound,proCasp7 act,MEP2-GFP yeast,AGP1-GFP MLPCN,CIT2-GFP yeast,LAP4 TOR yeast,AHR activator,RPL19A TOR yeast,procasp3 activ
CC(C)(C)N(NC(=O)c1ccccc1)C(=O)c1ccc(C(=O)N(NC(=O)c2ccccc2)C(C)(C)C)cc1,5,108,105,105,104,5,102,5
COC(=O)c1c(C(=O)OC)c2oc3ccccc3n2c1Cl,-1,101,111,106,114,11,103,3
CC(O)(CS(=O)(=O)Cc1ccccc1)c1ccccc1Cl (configuration not stated),-11,105,99,100,100,3,106,6
COc1ccc(S(=O)(=O)NCc2cc(-c3ccccc3Cl)no2)cc1,-1,101,106,96,110,0,97,4
CN(C)C=Nc1nonc1-c1ccc(Cl)cc1,-7,92,109,108,100,3,95,1
CN1CCN(C=Nc2nc3ccccc3nc2N2CCCC2)CC1,0,99,98,93,100,8,102,0
CCC(=O)NC1=C(C#N)C2(CCCC2)Cc2ccccc21,5,95,95,97,85,0,96,-2
O=C(NCCSc1c(-c2ccccc2)[nH]c2ccccc12)c1cc2ccccc2oc1=O,6,92,93,88,96,2,91,6
Cc1ccc2cc(C(c3nnnn3C3CCCC3)N3CCOCC3)c(=O)[nH]c2c1C (configuration not stated),7,98,100,98,96,1,100,-4
Cc1ccc(C2CC(=O)C=C(NCc3ccccc3)C2)cc1 (configuration not stated),3,100,105,98,114,-1,98,7

A portion from the list above:
compound,proCasp7 act,MEP2-GFP yeast,AGP1-GFP MLPCN,CIT2-GFP yeast,LAP4 TOR yeast,AHR activator,RPL19A TOR yeast,procasp3 activ
CC(C)(C)N(NC(=O)c1ccccc1)C(=O)c1ccc(C(=O)N(NC(=O)c2ccccc2)C(C)(C)C)cc1,5,108,105,105,104,5,102,5
COC(=O)c1c(C(=O)OC)c2oc3ccccc3n2c1Cl,-1,101,111,106,114,11,103,3
CC(O)(CS(=O)(=O)Cc1ccccc1)c1ccccc1Cl (configuration not stated),-11,105,99,100,100,3,106,6

Additional structures.
compound,proCasp7 act,MEP2-GFP yeast,AGP1-GFP MLPCN,CIT2-GFP yeast,LAP4 TOR yeast,AHR activator,RPL19A TOR yeast,procasp3 activ
O=C(N/N=C/c1c(Cl)cccc1Cl)c1cccc(F)c1,7,103,97,97,96,2,100,1
COc1ccc(NC(=O)C(NC(=O)CNC(C)=O)c2ccc(C)cc2)cc1 (configuration not stated),-3,102,101,104,100,0,99,-1
COc1ccc(NC(=O)c2cc(OC)c(OC)c(OC)c2)cn1,-1,111,111,106,106,1,106,2
COC(=O)c1cc(S(=O)(=O)N2CCCC(C)C2)cn1C (configuration not stated),6,107,109,112,112,1,102,2
O=C(Nc1ccc2c(c1)OCCO2)C1CCCN(c2ncccn2)C1 (configuration not stated),10,106,105,87,95,20,100,6
O=C(NCCN1CCOCC1)c1cc(-c2ccc(Cl)s2)nc2ccccc12,5,103,103,102,101,-5,101,-5
O=C(Nc1cccc(Cl)c1Cl)c1ccccc1OCC(=O)N1CCOCC1,6,102,102,102,103,82*,99,6
CCOc1ccc(NC(=O)CNC(=O)c2ccc(OC)cc2)cc1,-8,92,98,91,102,1,92,5
Cc1ccc(NC(=O)N(Cc2cccnc2)Cc2ccco2)cc1C,-5,117,114,101,114,2,112,3
CC(C(=O)Nc1ccccn1)N1C(=O)C2C3C=CC(C3)C2C1=O (configuration not stated),3,100,99,103,87,2,93,7
O=c1c2cnn(-c3ccccc3)c2ncn1Cc1cccnc1,-5,104,99,100,102,4,96,1
Cc1cc(OC(=O)C2CC2)c([N+](=O)[O-])c(=O)[nH]1,-5,101,95,104,86,-1,104,-10
CC(C)N(C)Cc1nnnn1CC(=O)NCc1cc(F)cc(C(F)(F)F)c1,nt,98,105,108,96,nt,102,nt
Cn1cccc1Cc1nnc(SCC(=O)N2CCN(c3ccccc3)CC2)n1-c1ccc(F)cc1,-3,110,102,108,100,2,103,-2
O=C(COC(=O)[C@@H]1CCCN1S(=O)(=O)c1ccc(Cl)cc1)NCC(F)(F)F,0,103,95,100,98,2,104,-59
CCOC(=O)C(NC(=O)CC)(N1CCc2ccccc2C1)C(F)(F)F (configuration not stated),2,96,99,100,94,2,99,9
COc1cccc(CN(C)C(=O)COc2ccc(C(=O)c3ccc(Cl)cc3)cc2)c1OC,3,97,95,90,104,-1,99,2
COc1ccccc1-c1noc(-c2cccs2)n1,1,102,89,107,89,86*,97,-3
COc1ccc(C(=O)NNC(=S)NC(=O)c2ccc(OC)cc2)cc1,-3,107,95,100,89,3,106,-1
Cc1ccc(-c2nc(CS(=O)CC(=O)NCc3ccccc3)c(C)o2)cc1 (configuration not stated),10,98,101,99,108,-1,96,-4
Cc1nnc(NC(=O)CSc2nc(C3CCCCC3)nc3ccccc23)s1,-4,100,104,102,97,-1,97,-6
CCN(CC(=O)Nc1c(F)cccc1F)C(=O)CSc1nnc(-c2ccco2)n1CC,9,107,107,102,100,2,109,-9
CCOC(=O)c1[nH]c(C)c(C(=O)Nc2ccc(C)c(F)c2)c1C,-2,102,100,103,99,12,101,-1
COc1cccc(N(C(=O)CCl)C(C(=O)NCCc2ccccc2)c2cccs2)c1 (configuration not stated),11,93,93,92,101,-2,96,-3
O=C(c1ccccc1SCc1ccc(F)cc1)N1CCOCC1,-5,94,98,89,108,0,98,13
CC1CCCN(S(=O)(=O)c2ccc(NC(=O)CN3CCN(C)CC3)cc2)C1 (configuration not stated),10,101,105,112,103,-3,101,-6
COCCOC(=O)C1=C(C)Nc2ncnn2C1c1ccc(F)cc1 (configuration not stated),0,104,99,90,104,0,97,-4
CCN(CC)S(=O)(=O)N1CCC(C(=O)NCCC2=CCCCC2)CC1,8,95,81,100,104,2,87,5
CNc1ccc(/C=C2\COc3ccccc3C2=O)cc1[N+](=O)[O-],-6,96,95,110,99,2,102,5
N#Cc1ccccc1COC(=O)c1cc(=O)c2ccccc2o1,1,107,86,91,86,3,99,9
CCOc1ccc(C(=O)N(c2ccccn2)C2CCCCC2)cc1,-1,97,89,95,88,5,94,6
N/C(=N\S(=O)(=O)c1ccccc1)c1ccc([N+](=O)[O-])cc1,5,91,92,96,90,3,97,-13
O=C1C(Cc2ccccc2)Nc2ncnc(N3CCc4ccccc4C3)c2N1Cc1ccccc1 (configuration not stated),5,104,113,105,110,5,104,-1
O=C(NCC1CCCO1)c1cncc(Br)c1 (configuration not stated),6,94,88,94,88,3,97,6
CCN1CCn2c1nc(N1CCOCC1)nc2=O,5,97,99,97,95,1,99,-6
Cn1c(NCc2cc(Br)ccc2O)nc2ccccc21,-4,99,96,89,101,-2,97,5
CCCc1nc(SCC(=O)N2CCCc3ccccc32)c2c(=O)n(C)c(=O)n(C)c2n1,2,101,104,105,102,2,98,7
Cc1ccc(S(=O)(=O)NCC(=O)OCC(=O)N(CCC#N)c2ccccc2)cc1,11,107,109,105,104,2,103,2
CSCCC(NC(=O)c1ccco1)C(=O)N1CCN(Cc2ccccc2)CC1 (configuration not stated),1,96,100,92,104,1,97,3
COc1cc(NC(=O)CCN2CCN(c3ccccc3F)CC2)cc(OC)c1,8,106,106,102,104,1,100,2
O=C(NC(=S)NCc1ccccc1Cl)c1cccs1,4,103,98,106,114,1,98,2
Fc1ccc(SCCc2ccccn2)cc1,2&4,99&103,98&115,96&103,99&117,-3&0,97&99,1&-3
COc1cc(/C=C(\NC(=O)c2ccccc2)C(=O)NC(C(=O)O)c2ccccc2)cc(OC)c1OC (configuration not stated),0,112,103,100,103,1,101,10
COc1cc(/C=N/NC(=O)c2cc(O)cc(O)c2)ccc1OC(=O)c1ccccc1,nt,104,90,91,69,nt,109,nt
O=C(NCC(c1ccco1)N1CCCCC1)c1cccc(NS(=O)(=O)c2ccc(Br)cc2)c1 (configuration not stated),6,101,100,98,98,2,99,-2
CC1=NN(C(=O)Cc2ccc([N+](=O)[O-])cc2)C(O)(c2cccnc2)C1 (configuration not stated),6,108,104,110,107,-1,98,-4
CC(C)Cc1nc(N2CCN(C(=O)c3ccco3)CC2)c(C#N)c2c1CCC2,-5,93,nt,100,102,5,104,-5
C=CCn1c(SC(C)C(=O)NCC2CCCO2)nnc1-c1ccc(OC)cc1 (configuration not stated),1,103,109,106,111,0,103,-3
COc1ccc(-c2cc(-c3ccco3)[nH]c(=O)c2C#N)cc1,-19,98,91,97,93,4,89,-16
O=[N+]([O-])c1nn(-c2ccccc2)n(O)c1=NCc1ccc2c(c1)OCO2,4,109,85,102,121,2,100,9
COc1ccc(NC(=O)N(C)C[C@H]2Oc3ccc(NC(=O)c4ccncc4)cc3C(=O)N([C@H](C)CO)C[C@@H]2C)cc1,3,96,94,92,102,1,96,-2
c1ccc2oc(-c3[nH]ncc3CN3CCC(N4CCSCC4)CC3)cc2c1,-12,101,95,100,93,3,97,13
Cc1ccc(C2=NN(CC(=O)NCc3cccnc3)C(=O)CC2)cc1,4,96,102,103,97,-1,101,-8
